Assay outcomes as filed in PubChem BioAssay.
Kir21 inh: inhibitors of mouse Kir2.1 inward-rectifier potassium channel | actives 0.85% (n = 310,000) | B-score at 10 µM | Inward rectifier potassium channel 2 (Mus musculus), P35561 | HEK293-Kir2.1, FluxOR thallium flux fluorescence; hits give low values;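 active = fluorescence ratio B-score at or below minus 3 SD of library scores, with starting-brightness B-score within 2 SD, cut at about -4.2 in these data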;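 note: channel flux triggered by added potassium and thallium sulfate stimulus; B-score of peak minus minimum fluorescence over baseline after thallium stimulus; more negative B-score means stronger Kir2.1 block with less thallium influx; some compounds called inactive have numbers as strong as hits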
Target sequence (P35561 whole entry, looked up): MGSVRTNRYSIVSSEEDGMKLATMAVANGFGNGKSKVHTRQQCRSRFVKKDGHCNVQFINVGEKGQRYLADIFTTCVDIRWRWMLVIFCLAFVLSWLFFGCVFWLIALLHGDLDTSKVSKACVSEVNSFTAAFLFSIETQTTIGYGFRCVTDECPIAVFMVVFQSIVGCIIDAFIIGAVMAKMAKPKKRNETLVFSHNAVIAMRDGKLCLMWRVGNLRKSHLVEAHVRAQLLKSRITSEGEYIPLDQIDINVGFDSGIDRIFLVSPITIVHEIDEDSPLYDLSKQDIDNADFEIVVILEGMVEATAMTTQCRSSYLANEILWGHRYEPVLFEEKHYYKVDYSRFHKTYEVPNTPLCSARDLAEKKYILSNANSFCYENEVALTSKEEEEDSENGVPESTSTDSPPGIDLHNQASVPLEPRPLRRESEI
KCNQ2 inh: KCNQ2 potassium channel inhibitors, primary screen, cell-based, CHO-K1, FluxOR thallium flux, B-score (AID 2156) | 20 min; hits give low values | actives 1.1% (n = 310,000) | Potassium voltage-gated channel subfamily KQT member 2 (Rattus norvegicus), O88943 | B-score at 10 µM;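 active = fluorescence ratio B-score at most minus 3 library SDs, with starting brightness B-score within 2 library SDs, cut at about -5.5 in these data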
Active calls of the source: *; i = inactive. An unsorted share of the library. About 1.8% of those tested had a hit in this group.

structure,KCNQ2 inh,Kir21 inh
Cc1ccc(S(=O)(=O)N2CCCCC2)cc1C(=O)OC1CCCCC1=O (stereo unspecified),i,0.52
COc1ccc(C2CC(c3cccs3)=NN2C(=O)COC(=O)c2cc3ccccc3cc2O)cc1OC (stereo unspecified),i,1.9
Brc1cc2c(cc1C1Nc3ccccc3C3C=CCC31)OCO2 (stereo unspecified),i,2.2
O=C(c1cccs1)N1CCCN(c2ncnc3scc(-c4ccccc4)c23)CC1,i,-1.9
Nc1nc(-c2cccs2)cs1,i,0.57
CC(C)(C)n1cnc2cc(NCc3ccc(Br)cc3)ccc21,i,0.08
O=C(/C=C/c1ccco1)N1CCN(c2ccc(F)cc2)CC1,i,-2.5
CCN1/C(=C2/SC(=S)N(NC(C)=O)C2=O)Sc2ccc(Cl)cc21,i,-0.65
COc1ccc(CNc2nc(NC(C)=O)nn2-c2ccccc2)cc1,i,-0.35
OCCC1CN(Cc2cn[nH]c2C2CCCCC2)CCN1Cc1ccccc1 (stereo unspecified),i,-1.7
O=C(NC1CCS(=O)(=O)C1)c1ccc2c(c1)OCO2 (stereo unspecified),i,-0.4
COc1ccc(Cc2nnc(CCc3ccccc3)s2)cc1,i,-0.44
O=C(Cc1ccccc1)NNC(=O)c1ccc(Br)o1,i,2.1
Cc1cnc(CNC(=O)CC2C(=O)NCCN2Cc2ccccc2C(F)(F)F)cn1 (stereo unspecified),i,-0.39
C=CCNC(=O)c1ccccc1NC(=O)c1ccccc1,i,1.4
O=C(N/N=C/c1cc2c(cc1Br)OCO2)C1COc2ccccc2O1 (stereo unspecified),i,0.67
CCSc1oc(-c2ccco2)nc1S(=O)(=O)c1ccc(C)cc1,i,1.6
Cc1[nH]nc2c1C(c1ccoc1)C(C#N)=C(N)O2 (stereo unspecified),i,-0.21
COc1cccc(C2=NOC(C(=O)NCc3cccs3)C2)c1 (stereo unspecified),i,0.92
COc1ccc(CC(=O)N/N=C(\C)c2ccc(Br)s2)cc1,i,0.48
COc1cc(/C=N/OCC(=O)NC23CC4CC(CC(C4)C2)C3)ccc1OCc1ccccc1,i,-1.1
Cc1ccc(CNC(=O)CCS(=O)(=O)c2ccc(Br)s2)cc1,i,-0.34
O=C(C1CC1)N1CCc2cc(S(=O)(=O)NCCC3=CCCCC3)ccc21,i,-0.26
CCOC(=O)/C(C(N)=NC)=C(\O)c1ccccc1,i,1.6
Cc1cccc(NC(=O)C(C)OC(=O)c2ccccc2NS(=O)(=O)c2cc(C)c(C)c([N+](=O)[O-])c2)c1 (stereo unspecified),i,-0.79
CC1=C(C(=O)N2CCOCC2)C(c2ccc(-c3ccccc3)cc2)NC(=S)N1 (stereo unspecified),i,-0.99
CC(=O)c1cccc(NC(=O)CN(C)S(=O)(=O)c2ccccc2)c1,i,0.2
COc1ccccc1NC(=O)CCCC(=O)OC(C)C(=O)c1ccccc1 (stereo unspecified),i,0.79
O=C(CC1C(=O)NCCN1Cc1ccccc1)NCCCOc1cccnc1 (stereo unspecified),i,0.37
CCOC(=O)CC1COCCN1Cc1cn[nH]c1-c1cc(OC)c(OC)c(OC)c1 (stereo unspecified),i,2.5

The closing 2 compounds of the section before are carried over, then new ones follow.
structure,KCNQ2 inh,Kir21 inh
O=C(CC1C(=O)NCCN1Cc1ccccc1)NCCCOc1cccnc1 (stereo unspecified),i,0.37
CCOC(=O)CC1COCCN1Cc1cn[nH]c1-c1cc(OC)c(OC)c(OC)c1 (stereo unspecified),i,2.5
Cc1cc(C(=O)Nc2ccc(Cl)cc2)n(-c2ccccc2)n1,i,0.02
O=c1ccc(-c2ccc(S(=O)(=O)Nc3ccccc3Cl)o2)n[nH]1,i,-0.53
COC(=O)c1cc(-c2ccc(S(=O)(=O)N3CCCCC3)cc2)c(C(F)(F)F)s1,i,1.6
C1=C(c2ccccc2)CCN(c2nc3ccccc3n3cnnc23)C1,i,0.74
CCCC(=O)c1c[nH]c(C(=O)N2CCOCC2)c1,i,-0.67
COc1ccc(NC(=O)c2cccc(C#N)c2)cc1NS(=O)(=O)c1ccc(F)cc1,i,0
CC(C)C(=O)Nc1ccc(S(=O)(=O)Nc2ccccn2)cc1,i,0.4
O=S(=O)(c1ccc(Cl)nc1)N1CCN(Cc2ccc3c(c2)OCO3)CC1,i,0.12
C=CCNC(=S)N1CCN(Cc2ccc3c(c2)OCO3)CC1,i,-0.9
Fc1ccccc1OCCCn1ccnc1,i,0.11
CC(C)CCn1c(Oc2ccccc2Cl)nc2c1c(=O)n(C)c(=O)n2C,i,-1.4
O=C(NC1CCCc2ccccc21)C1CCN(S(=O)(=O)c2cccc3nsnc23)CC1 (stereo unspecified),i,0.83
COc1cccc(CN2CCN(Cc3cccc4nonc34)CC2CCO)c1 (stereo unspecified),i,2.5
COCCN1Cc2cccc(C(=O)Nc3ccc(S(=O)(=O)N4CCOCC4)cc3)c2C1=O,i,0.01
NC(=O)C1=C[C@@H](c2ccc(C(F)(F)F)cc2)C[C@@H](OCCCCO)O1,i,-0.38
Cc1ccc(Nc2nnc(SCC(=O)NCc3ccco3)s2)cc1,i,-0.5
CCn1ccnc1CN(C)C(=O)CCc1nnc(CCC2CCCCC2)o1,i,-0.27
Cc1[nH]c2ccc(C(=O)NCc3ccccn3)cc2c1C,i,-1
Cc1csc(NC(=O)c2sc3nc(-c4cccs4)ccc3c2N)n1,i,-0.51
Nc1ccc2cn[nH]c2c1,i,0.89
COc1cccc(C(=O)Nc2ccc(NC(=O)C3C4C=CC(C4)C3C(=O)O)cc2)c1 (stereo unspecified),i,-1.3
CCOc1ccccc1NC(=O)Cn1cnc2c(cnn2-c2ccc(C)c(C)c2)c1=O,i,-0.19
O=C(COc1ccc2ccccc2c1)NNC(=O)Cc1cccc2ccccc12,i,1.1
O=C(c1ccsc1)N1CCN(C(=O)c2cccs2)CC1,i,0.27
O=C(CN1C(=O)NC2(CCc3ccccc32)C1=O)Nc1cc(C(F)(F)F)ccc1N1CCOCC1 (stereo unspecified),i,1.4
COc1ccc(NC(=O)C2CCCN(S(=O)(=O)c3ccc4c(c3)CCCN4C(C)=O)C2)cc1Cl (stereo unspecified),i,1.1
O=C(Oc1ccc(-c2cnc3ccccc3n2)cc1)c1ccc(Br)o1,i,0
O=C1NC2(CCCC2)C(=O)N1CC(=O)N(Cc1ccccc1)c1ccccc1,i,-0.94
CC(C)CCn1cnc2c(cnn2-c2ccc(Cl)cc2)c1=O,i,-0.06
Oc1[nH]c2ccc(Br)cc2c1N=Nc1nn[nH]n1,i,0.01

Copied from the list:
Entry for COc1ccc(CNc2nc(NC(C)=O)nn2-c2ccccc2)cc1 in Kir21 inh: -0.35
Entry for COc1cc(/C=N/OCC(=O)NC23CC4CC(CC(C4)C2)C3)ccc1OCc1ccccc1 in Kir21 inh: -1.1
Entry for COc1ccc(CC(=O)N/N=C(\C)c2ccc(Br)s2)cc1 in Kir21 inh: 0.48
Entry for Fc1ccccc1OCCCn1ccnc1 in Kir21 inh: 0.11
Entry for CCOC(=O)CC1COCCN1Cc1cn[nH]c1-c1cc(OC)c(OC)c(OC)c1 (stereo unspecified) in Kir21 inh: 2.5

Additional results:
structure,KCNQ2 inh,Kir21 inh
CN(CC(=O)Nc1ccc(Cl)c(C(F)(F)F)c1)C(=O)c1cc(-c2ccncc2)nc2ccccc12,i,-1.1
CC(=O)Nc1ccc(C2=NNC(=Nc3cccc(S(=O)(=O)N(C)C)c3)SC2)cc1,i,0.37
CCCCn1c(N)c(N(CC(C)C)C(=O)CC(NC(=O)c2ccccc2)c2ccccc2)c(=O)[nH]c1=O (stereo unspecified),i,-0.83
CCC(C)C1Nc2ccc(C(=O)NCCc3ccc(OC)c(OC)c3)cc2NC1=O (stereo unspecified),i,0.51
CCOC(=O)C1(Cc2ccccc2)CCN(C2Cc3ccccc3C2)CC1,i,0.99
C[C@H](NC(=O)c1ccco1)C(=O)Nc1ccc2c(c1)OCO2,i,0.21
Cc1ccc(C(=C2C3C=CC2C2C(=O)NC(=O)C32)c2ccc(C)cc2)cc1 (stereo unspecified),i,0.15
CC(C)c1nc(SCC(=O)NC2CCCCC2)c2ccccc2n1,i,0.84
CCc1ccccc1NC(=O)CN(C1CCCCC1)S(C)(=O)=O,i,-2.4
Cc1ccc(C(=O)Nc2ccc(C(=O)NCC3CCCO3)cc2)cc1 (stereo unspecified),i,1.1
CC(C)COC(=O)Nc1nnc(SCCOc2ccccc2)s1,i,0.62
COc1ccc(/C=C/C(=O)OCC(=O)NCCC2=CCCCC2)cc1S(=O)(=O)N1CCOCC1,i,-0.1
COc1ccc(C(=O)NC(=S)N2CCOCC2)cc1Br,i,0.61
COC(=O)c1sc(N)c(C(=O)OC)c1COC(=O)CCNS(=O)(=O)c1ccc(C)cc1,i,0.16
O=C(NCCc1ccccc1)C1CCN(S(=O)(=O)c2ccc(-n3cnnn3)cc2)CC1,i,0.01
COc1ccccc1CN1CCCC(C(=O)N(C)Cc2ccccc2)C1 (stereo unspecified),i,-1.5
COCCN(C)Cc1nc(C(c2ccccc2)c2ccccc2)no1,i,0.2
CCc1ccc(-c2nc(CN3CCC(C(=O)NCc4ccc(F)cc4)CC3)c(C)o2)cc1,i,-0.27
Cc1ccc2nc(Cn3cc(C(F)(F)F)ccc3=O)cc(=O)n2c1,i,0.68
CC1(C)Cc2nc3oc4c(NCc5ccccc5)ncnc4c3cc2CO1,i,1.4
COC(=O)/C(=C1/Oc2cc3c(cc2S1)OCO3)C(F)(F)F,i,1.2
CC1(C)Oc2ccc3ccc(=O)oc3c2C(N2CCCCC2)C1O (stereo unspecified),i,2.2
Brc1ccccc1-c1nnc(COc2ncnc3ccccc23)o1,i,0.7
Cc1cc(C(=O)N/N=C\c2cc(C(C)(C)C)c(O)c(C(C)(C)C)c2)n[nH]1,i,-0.27
O=C(CN1CCCCCCC1)N/N=C/c1ccccc1F,i,0.79
Cc1c(C#N)c2ncn(CC#N)c(=O)c2n1-c1ccccc1,i,0.06
Nc1c(-c2ccccc2)c(CN2CCOCC2)nn1-c1ccccc1,i,0.37
CC(=O)c1ccc(S(=O)(=O)N2CCC(NC(=O)Nc3cccc(F)c3)CC2)cc1,i,1.7
Cn1c(N)c(C(=O)c2cc(-c3ccncc3)nc3ccccc23)c(=O)n(C)c1=O,i,-0.86
CC(C)(Cc1ccc(O)cc1)NC(=O)CC(=O)N=Nc1c(O)[nH]c2cc(Br)ccc12,i,-0.48

(continued)
structure,KCNQ2 inh,Kir21 inh
CO/N=C/c1c(-c2ccccc2)nn(C)c1Cl,i,1.2
C=C(C)COc1ccc(-c2nc(N)ncc2-c2ccc(Cl)cc2)c(O)c1,i,-1.6
Cc1ccc(-c2ccc(CCC(=O)O)n2-c2ccc(O)cc2)cc1,i,0.01
O=C(NNC(=S)NCc1ccccc1)c1ccc2c(c1)OCO2,i,-0.13
O=C(COC(=O)Cc1ccc(F)cc1)NCCc1ccccc1,i,-1.1
c1ccc2nc(-c3ccc(-n4ccnc4)cc3)ccc2c1,i,1.2
O=C(c1ccc(Br)cc1)N1CCCC(c2nc(-c3cccs3)no2)C1 (stereo unspecified),i,-4
CC(C)Cc1nnc(NC(=O)C2CC(=O)N(Cc3ccccc3)C2)s1 (stereo unspecified),i,-0.08
COc1ccc(CCNC(=O)Cn2nc(C(=O)O)c3ccccc3c2=O)cc1OC,i,0.5
COc1ccc(C)c2sc(=NC(=O)c3ccc(C(C)=O)cc3)n(C)c12,i,0.57
CCCCNC(=O)COc1ccccc1C(=O)c1cc(C#N)c(=O)n(CCOC)c1,i,1.2
COc1ccc(NC(=O)CSCC(=O)Nc2cc(Cl)ccc2N2CCOCC2)cc1,i,-0.87
CCOc1ccc(CN(C(=O)c2cccs2)C2CCS(=O)(=O)C2)cc1 (stereo unspecified),i,-0.33
COc1ccc(CC(=O)N2CC3(C)CC2CC(C)(C)C3)cc1 (stereo unspecified),i,-1
N/C(=N\OC(=O)c1ccc2c(c1)OCO2)c1ccncc1,i,0.63
CCn1nnnc1SCC(=O)Nc1ccc(OC)cc1,i,2.1
CC(C)(O)C(=O)NN(C(=O)c1ccccc1)c1cccc(Br)c1,i,0.19
Cc1nc2ccc(C(=O)N3CCN(Cc4ccccc4)CC3)cc2[nH]1,i,0.79
O=C(CN(c1cccc(C(F)(F)F)c1)S(=O)(=O)c1ccc(Cl)c([N+](=O)[O-])c1)NCc1ccccc1,i,-0.25
Cc1ccc(NC(=O)C(CC(C)C)NC(N)=O)cc1Cl (stereo unspecified),i,0.09
O=C(NCCS(=O)(=O)c1ccc(Cl)cc1)c1ccc(F)cc1,i,-3
C/C(=N\NC(=O)c1ccc(-c2ccccc2)cc1)c1cccc(N)c1,i,0.74
O=C(NCCN1CCOCC1)c1cc(-c2ccccc2)on1,i,-1.1
Cc1cccc(NC(=O)C(=O)NCCc2c[nH]c3ccccc23)c1C,i,-0.78
COCCNC(=S)N(CCc1c(C)[nH]c2ccc(F)cc12)Cc1ccco1,i,-0.17
N#Cc1c(Cl)nc2c(c1C#N)CCCC2,i,0.9
